# CHOP inh – blocks CHOP induction under ER stress | AID 2732 | hit rate 3.8% among 220,000 | CHO-K1 CHOP-promoter luciferase, tunicamycin-induced, 15-18 h | inhibition, % at 10 µM;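 active means compounds that reduced the stress-induced luciferase reporter signal by more than about 70% of percent inhibition, limit read from the data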;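 further: 0% = tunicamycin plus vehicle and 100% = wells without tunicamycin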
# FXIa inh – blocks human coagulation factor XIa protease activity | purified FXIa, Boc-Glu-Ala-Arg-AMC fluorogenic substrate | AID 798 | P03951 | hit rate 0.14% among 220,000 | inhibition, % at 5 µM;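 active means inhibition of at least 40%; inactive means inhibition below 40%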;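 further: fluorescence of freed AMC excited at 355 nm; 0% = enzyme without compound and 100% = no enzyme blank; many of its hits are not listed in these tables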
# PPC-1+TRAIL kill – compounds killing PPC-1 cancer cells with TRAIL present (potentiator screen, no TRAIL-free arm); hit rate 0.41% among 220,000; cell killing (% activity), % at 4 µM; PPC-1 cells + TRAIL, ATPLite viability luminescence;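 active means cell killing above 50% in the first pass at 4 µM, then a duplicate retest at 5 µM averaging 50% or more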;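 further: plate controls were cells with TRAIL plus DMSO for no effect and medium-only wells lacking cells for full effect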
# Wee1 degr inh – human Wee1 degradation inhibition, primary screen. HeLa Luc-Wee1K328M stability, luciferase luminescence; 100% = proteasome inhibitor MG132 effect. reporter increase, % at 5 µM. hit rate 1.2% among 220,000;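 active means activation above the mean of all tested compounds plus 3 SD, set per screening run, cut at about 8.8% in these data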;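 further: cells exposed to compound for 20 h before luminescence read; 0% = DMSO alone and 100% = MG132 at 30 µM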
# Target sequence (P30291 whole entry K328M): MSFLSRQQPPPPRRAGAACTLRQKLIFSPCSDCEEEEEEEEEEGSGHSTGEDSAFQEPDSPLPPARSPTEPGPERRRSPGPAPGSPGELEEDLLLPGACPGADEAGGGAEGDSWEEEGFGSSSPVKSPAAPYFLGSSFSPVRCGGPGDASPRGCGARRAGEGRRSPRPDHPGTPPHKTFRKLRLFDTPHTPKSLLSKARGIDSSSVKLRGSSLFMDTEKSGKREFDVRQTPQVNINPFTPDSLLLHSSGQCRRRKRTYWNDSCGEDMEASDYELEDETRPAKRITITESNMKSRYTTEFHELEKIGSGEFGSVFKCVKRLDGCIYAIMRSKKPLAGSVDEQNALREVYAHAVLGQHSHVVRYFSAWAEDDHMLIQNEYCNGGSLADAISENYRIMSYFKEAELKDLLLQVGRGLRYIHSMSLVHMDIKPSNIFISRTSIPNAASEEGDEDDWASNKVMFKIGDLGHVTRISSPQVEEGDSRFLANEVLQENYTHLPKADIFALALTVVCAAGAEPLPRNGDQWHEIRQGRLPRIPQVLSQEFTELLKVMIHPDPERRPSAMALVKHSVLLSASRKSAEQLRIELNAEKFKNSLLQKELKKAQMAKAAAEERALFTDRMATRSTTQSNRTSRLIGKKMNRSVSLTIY
# L929 necroptosis – L929 zVAD cell death inhibition; L929 zVAD necroptosis rescue, ATP luminescence, 24 h; with zVAD 60 µM; viability rescue, % at 10 µM; hit rate 0.38% among 220,000; AID 1377;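 active means activation, scaled between plate controls, above about 75%, limit read from the data; inactive means activation under that limit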;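 further: 0% = zVAD with DMSO and 100% = DMSO alone without zVAD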
# FXIIa inh – inhibitors of human coagulation factor XIIa; P00748; purified FXIIa, Boc-QGR-AMC fluorogenic substrate, 2 h; inhibition, % at 5 µM; hit rate 0.3% among 220,000; AID 800; in the data active means inhibition above about 40%;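 further: 0% = enzyme with no compound and 100% = blank without enzyme; many of its hits are not listed in these tables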
# TNF necrop inh – inhibitors of TNF-alpha induced necroptosis in Jurkat FADD-/- cells; Jurkat FADD-/- TNF necroptosis rescue, ATP luminescence, 24 h; 0 = TNF only, 100 = no-TNF cells; activation (protection from cell death), % at 10 µM; hit rate 0.068% among 220,000;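 active means activation, meaning protection from cell death, of at least 50% relative to plate controls; inactive means activation below 50%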;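 further: necroptosis triggered by 40 ng/mL TNF-alpha added together with compound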
# PGE2 EP2 inh – EP2 receptor (human) inhibition | C6 glioma cells expressing human EP2, cAMP TR-FRET; cells stimulated with saturating PGE2 | inhibition, % at 25 µM | hit rate 0.52% among 260,000;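 active means percent inhibition above 40 after rounding to a whole number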;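 further: rat C6 glioma host cells with rolipram phosphodiesterase inhibitor present; the protocol text gives 20 µM as final concentration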
# Target sequence (P43116 whole entry, looked up): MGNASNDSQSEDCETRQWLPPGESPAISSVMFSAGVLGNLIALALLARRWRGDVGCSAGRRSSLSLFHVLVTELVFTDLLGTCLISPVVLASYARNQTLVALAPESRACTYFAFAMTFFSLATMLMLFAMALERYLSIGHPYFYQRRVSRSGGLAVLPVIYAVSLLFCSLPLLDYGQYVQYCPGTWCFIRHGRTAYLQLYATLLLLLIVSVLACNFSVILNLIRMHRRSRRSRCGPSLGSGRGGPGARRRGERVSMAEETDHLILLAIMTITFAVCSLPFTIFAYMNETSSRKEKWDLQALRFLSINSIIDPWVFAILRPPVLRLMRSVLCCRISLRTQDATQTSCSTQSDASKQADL
# Tb hexokinase – blocks Trypanosoma brucei hexokinase 1 activity. recombinant TbHK1, G6PDH-coupled NADH A340. inhibition, % at 10 µM. hit rate 0.11% among 220,000. AID 1430;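 active means inhibition of 50% or more in the single-dose primary screen; inactive means inhibition below 50%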
# * = called active by the depositor; · = no result given; & = joins results of further samples. This is a subset; rates above refer to the full screens.
SMILES	FXIIa inh	L929 necroptosis	Tb hexokinase	PGE2 EP2 inh	PPC-1+TRAIL kill	Wee1 degr inh	CHOP inh	FXIa inh	TNF necrop inh
COC(=O)CNC(=O)c1c(-c2c(Cl)cccc2Cl)noc1C	3	0.9	9	5	27	4	-18	-2	-0.6
Cc1[nH]c2ccccc2c1C(=O)CSc1nc2cc(S(=O)(=O)N3CCCCC3)ccc2o1	10	0.7	-11	13	-1	-1	49	7	-6.1
O=C(Nc1nnc(Cc2ccccc2)s1)c1cccs1	16	0.1	-17	15	10	2	-17	4	0.3
Cc1cc(C)nc(NS(=O)(=O)c2ccc(N/C=C/C(=O)c3ccc(Cl)c(Cl)c3)cc2)n1	3	1.1	-28	9	18	3	80*	0	2.4
CCc1ccc(OCC(=O)N/N=C/c2ccc(OS(=O)(=O)c3ccc(C)cc3)c(OC)c2)cc1	6	16	0	9	34	5	40	-4	5.6
COc1cccc(NS(=O)(=O)c2c(C)cc(C)cc2C)c1	10	-0.3	29	6	0	-3	95*	-26	-0.4
COc1ccc(NC(=O)CN(C)CC(=O)Nc2ccc(Cl)c(S(=O)(=O)N(C)C)c2)cc1	8	2.1	-5	7	1	2	13	-1	2.6
CCOc1ccc2nc(NC(=O)CS(=O)(=O)c3ccccc3)sc2c1	11	0.9	0	9	1	2	29	8	1.8
O=C(CCCCCn1c(=O)[nH]c2ccsc2c1=O)NCc1ccc2c(c1)OCO2	9	0.0	0	9	18	-1	-15	-2	-2.9
COc1ccc(NC(=O)CSc2nnc(CNC(=O)c3ccco3)n2-c2ccccc2OC)cc1	2	-0.1	0	·	22	-3	14	-7	-1.5
Cc1ccc(/C=N/NC(=O)C2(C)CC2(Br)Br)cc1 (stereo not given)	6	25	2	5	7	-2	1	-4	3.3
CCOC(=O)CN1CCC(c2ccccc2)CC1	18	0.2	10	9	3	-4	9	9	0.7
CC(=O)Nc1nc(C)c(Oc2ccccc2)c(=O)[nH]1	14	0.0	6	9	11	-1	-8	3	-2.3
CC(C)C(NC(=O)c1ccccc1F)C(=O)Nc1nccs1 (stereo not given)	-4	1.6	0	8	7	-4	-1	-57	0.0
Cc1cc(CNC(=O)Cc2c(F)cccc2Cl)nn1C	-1	-1.0	-6	8	21	1	-8	14	0.3
Cn1cnnc1SCC(=O)NN(c1ccccc1)c1ccccc1	-1	-0.6	2	5	18	-2	3	-7	1.0
O=C(NC1CCCCC1)NC1CCN(CC(=O)N2CCOCC2)CC1	-13	-0.2	3	9	20	1	-6	-6	-0.2
Cc1cc(C)n(CCc2nc(-c3cccs3)cs2)n1	7	0.0	3	14	-9	-2	-12	-3	-1.0
COc1ccc(/C=N/NC(=S)Nc2ccccc2)cc1COc1ccc(F)cc1F	4	1.4	-1	11	5	-2	8	1	0.3
COc1cc(OC)cc(C(=O)NCCN2C(=O)S/C(=C\c3cccs3)C2=O)c1	3	1.5	-5	7	10	-2	46	-6	-1.1
CCOC(=O)c1sc(=NC(=O)c2cccc(OC)c2)n(C)c1C	12	0.0	-9	24	24	-2	0	1	1.0
N#Cc1cc([N+](=O)[O-])ccc1NC(=O)COC(=O)CCC1CCCCC1	-2	1.1	0	7	-5	2	15	-3	0.3
CCc1nccn1S(=O)(=O)c1cc(OC)c(Cl)cc1OC	2	0.0	-3	7	2	3	28	-13	1.4
Cc1nc(CS(=O)(=O)c2ccccc2)cc(N2CCN(c3ccccc3F)CC2)n1	-6	2.5	-5	6	3	-3	-20	-3	1.6
Cc1cc(C)c2c(CC(=O)NN(C)C)coc2c1	9	-0.3	-1	6	16	-1	9	2	0.4
O=C(NC(=S)Nc1ccc(S(=O)(=O)N2CCCC2)cc1)C1CC1	4	-0.2	1	2	24	5	4	-2	3.9
COc1ccc(N=C2C(=Nc3ccc(OC)cc3)N(c3ccc(OC)cc3)C(=S)N2C(=O)c2ccc(OC)cc2)cc1	10	-0.5	-29	3	28	0	-10	2	-2.1
CCCn1c(NCc2cccc(OC)c2OC)nc2ccccc21	7	-1.0	0	4&7	-6	0	-12	-6	1.4
CCOc1ccccc1NC(=O)N1CCC(NC(=O)c2cccc(C)c2)CC1	14	-0.3	-10	9	-6	6	0	17	0.8
CCOC(=O)Cn1nc(C)c(NC(=O)COc2ccc([N+](=O)[O-])c(C)c2)c1C	4	0.6	-8	5	-19	4	1	-2	-0.4
CCOC(=O)CC(NCc1ccc(OC)c(OCC)c1)c1ccc(C)cc1 (stereo not given)	7	0.6	-7	9	17	-2	20	1	0.7
COCCCNC(=S)NNC(=O)c1ccc(S(=O)(=O)N2CCC(C)CC2)cc1	5	1.5	-14	12&6	-5	-2	6	2	0.7
CCOc1cc(C(=O)NC(C)C2CCCO2)cc(OCC)c1OCC (stereo not given)	3	2.0	4	3	12	1	10	-5	0.1
Cc1ccc2nc(NC(=O)CSc3nnc(C)c(=O)n3N)sc2c1	14	2.0	34	7	25	2	6	5	6.4
COCCNC(=O)CN(C(=O)Cn1nnc2ccccc21)c1ccccc1C	5	6.0	-2	10&6	12	8	8	-3	-0.3
COc1ccc(N2C(=O)CC(Nc3ccc(N4CCOCC4)cc3)C2=O)c(OC)c1 (stereo not given)	8	0.6	3	16	10	5	-34	6	-0.5
O=C(NCc1ccccn1)c1ccc(CNS(=O)(=O)c2ccc(F)cc2)cc1	28	0.2	-3	6	6	5	-2	21	4.4
CSc1nc(SC(C)C(=O)O)c2c3c(sc2n1)COC(C)(C)C3 (stereo not given)	8	0.9	-16	10	8	-1	-6	-1	2.6
O=C(CS(=O)(=O)c1c[nH]c2ccccc12)N1CCCCC1	-17	1.5	-8	6	10	-2	22	0	0.0
Cc1ccc(S(=O)(=O)NC(=O)NC(C)(C)C)cc1	17	1.1	-4	6	9	-1	13	4	0.3
O=S(=O)(Nc1n[nH]c(C(F)(F)F)n1)c1ccccc1	1	1.1	-9	7	9	5	12	2	1.2
O=C(CSc1ccc2ccccc2c1Br)Nc1cccc(S(=O)(=O)NC2=NCCCCC2)c1	12	1.1	16	11	-9	0	21	8	-2.8
CCOC(=O)c1ccc(S(=O)(=O)N2CCN(CC3CC=CCC3)CC2)cc1 (stereo not given)	-1	0.2	-8	2	1	2	32	9	-0.9
COc1cc(/C=C/C(=O)OCC(=O)NCCN2C(=O)CSC2=O)ccc1OC(F)F	19	0.1	1	6	4	-2	-3	28	-0.1
Cc1ccc(NC(=O)CC2C(=O)N(Cc3ccccc3)C(=S)N2NC(=O)c2cccc(F)c2)c(C)c1 (stereo not given)	3	-0.4	2	7	-1	0	45	-4	-1.3
c1cc(CNC2=NCCCCC2)ccn1	26	0.5	17	10	6	2	-17	4	0.2
COc1ccc(N(C(C)C(=O)N/N=C/c2cc(Br)c(C)o2)S(C)(=O)=O)cc1 (stereo not given)	1	1.1	-6	4	7	6	13	-6	-0.3
Fc1ccc(OCc2nn3c(Cn4nnc5ccccc54)nnc3s2)cc1	-7	3.5	2	8	-6	0	1	-11	0.4
COc1cc(SC)ccc1C(=O)Nc1ccc2c(c1)CCN2S(C)(=O)=O	10	60	0	12	16	-1	15	4	-3.6
COc1cc(C)ccc1OCCOc1ccccc1Cl	10	0.1	-3	11	-16	4	76*	-5	-1.7

# (next part)
SMILES	FXIIa inh	L929 necroptosis	Tb hexokinase	PGE2 EP2 inh	PPC-1+TRAIL kill	Wee1 degr inh	CHOP inh	FXIa inh	TNF necrop inh
Cc1nn(-c2ccc(Cl)c(Cl)c2)c(C)c1C(=O)O	10	1.4	-10	0	-22	-1	7	-5	-0.9
Cc1ccc(C(=O)Oc2cccc(-n3cnnn3)c2)cc1	8	0.3	9	7	19	-2	24	3	1.4
CC1(c2nnc(-c3ccccc3)o2)CC(c2ccc(Cl)cc2)=NO1 (stereo not given)	10	-0.5	-3	15	8	·	27	3	3.3
O=C(O)c1cccc(-c2nnn(Cc3ccccc3Cl)n2)c1	6	0.9	6	9	-3	1	47	-1	-0.1
CN(C)CCNC(=O)CCCNC(=O)Cn1cnc2sc3c(c2c1=O)CCCC3	13	0.1	-2	10	16	3	-7	6	0.2
NC(=O)CSc1nnnn1CC(CC(=O)O)c1ccccc1 (stereo not given)	15	-0.2	-3	10	-2	-2	-26	7	-0.9
c1ccc(Sc2ncccn2)nc1	11	0.5	-1	9	6	-1	-10	3	1.3
COc1ccc(C2CC(c3ccc(C)cc3)Nc3ncnn32)cc1 (stereo not given)	14	0.4	-6	4	13	0	3	5	-0.5
COc1ccc2c(c1)c1nc3ccccc3nc1n2CCCN1C(=O)c2ccccc2C1=O	10	0.1	-25	14	12	0	34	2	1.4
CC1CCN(C(=O)CSc2nnc(-c3ccncc3)n2C)CC1	29	-0.7	0	8&16	13	-3	-53	22	-0.8
CC(O)CN(Cc1cccc(Cl)c1)CC(C)O (stereo not given)	5	0.1	7	6	-4	5	-4	-7	-0.1
CCOCCCn1cc(C(=O)c2cc(Br)ccc2O)cc(C#N)c1=O	1	-0.2	-15	5	11	1	5	-7	0.4
C/C(=N\NC(=O)c1c(-c2ccccc2Cl)noc1C)c1cccc(NC(=O)C(C)C)c1	13	1.1	-10	15	-5	-2	12	10	3.0
Fc1ccc(-c2csc3ncnc(N4CCc5ccccc5C4)c23)cc1	13	0.8	1	6	5	-1	24	4	1.7
COC(=O)c1[nH]c2cccc(OC)c2c1NC(=O)CCN1CC(C)CC(C)C1 (stereo not given)	17	0.4	-2	14	16	0	13	1	1.1
Cc1ccc(OCCCCNC2CCCCC2)c(C)c1	4	1.3	5	10	21	-1	-8	-6	2.6
c1ccc(Oc2cccc(CN3CCOCC3)c2)cc1	22	-0.5	1	5	12	1	5	5	-0.4
C[n+]1ccccc1C1CCCC/C1=N\NC(N)=S (stereo not given)	12	1.4	-4	7	-4	-3	5	-4	0.4
CC(=O)N/C(=C\c1ccc(C)cc1)C(=O)O	0	2.1	-2	6	12	0	5	-4	-0.5
CCOC(=O)c1c(NC(=O)Cn2c(C)nc3ccccc32)sc2c1CCC2	5	-0.1	-13	12	-14	1	48	-15	-1.5
CCOc1ccc2c(c1)S/C(=C\c1cccs1)C(=O)N2	22	-0.4	-1	6	5	9.0*	55	8	-0.6
COc1ccc2cnn(-c3ccccc3)c(=O)c2c1OC	20	-0.5	-10	7	5	1	8	6	-1.1
COc1ccc(S(=O)(=O)Nc2nc3ccccc3nc2Nc2ccc3c(c2)OCO3)cc1	29	1.3	-4	14	15	-3	13	19	0.0
CCOC(=O)c1ccc(S(=O)(=O)N2CCN(C(=O)c3nn(C)c(=O)c4ccccc34)CC2)cc1	4	1.0	-4	2	-8	-1	26	-4	2.0
Cc1cc(C)cc(OCC(=O)N2Cc3ccccc3CC2C(=O)O)c1 (stereo not given)	5	0.3	0	8	-27	9	2	-2	-0.8
O=C(C1CC=CCC1)N1CCC(CO)(Cc2ccc(Cl)cc2)CC1 (stereo not given)	8	0.1	-5	2	15	0	25	0	1.4
O=C(O)CC1(CC(=O)Nc2ccc(F)cc2F)CCCCC1	2	0.2	9	8	11	-1	9	-5	0.3
CCOC(=O)c1cnn(-c2cc(C(C)(C)C)nc3c(-c4ccccc4)c(C)nn23)c1N	-1	0.7	1	8	3	4	57	-16	-0.7
